PLCb3 inh – PLC-beta3 (human) inhibition, primary screen; Q01970; Purified PLC-beta3, fluorogenic substrate, fluorescence; inhibition, % at 12.2 µM; 0.18% of 370,000 active; in the data active = inhibition above about 11%;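 also: 0% = median of compound wells on plate and 100% = full blocker control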
PLC-gamma1 inh – PLC-gamma1 (human) inhibition, primary screen | P19174 | 0.84% of 370,000 active | inhibition, % at 12.2 µM | purified PLC-gamma1, fluorogenic substrate, fluorescence | AID 720700; in the data active = inhibition above about 9.5%
HGIII-sPLA2 inh – Inhibits HGIII-sPLA2 liposome hydrolysis, primary screen | inhibition, % at 12.2 µM | AID 743126 | 0.56% of 370,000 active | QFRET BODIPY PC-A2 liposome hydrolysis, fluorescence;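 active = inhibition above mean plus 3 SD of compounds lying within the high and low control bounds, cut at about 19% in these data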;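 also: 0% = median of test compound wells and 100% = no enzyme DMSO wells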
ssDAF12 agonist – S. stercoralis DAF-12 activation, primary screen. 1% of 370,000 active. AID 652126. HEK293 ssDAF-12/GRIP1 lit1-tk-luc reporter, luminescence; % of 3 µM dafachronic acid response. activation, % at 6.8 µM;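 active = activation above the mean over all tested compounds plus 3 SD, cut at about 0.9% in these data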;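 also: 0% = DMSO-only wells and 100% = 3 µM delta7-dafachronic acid wells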
ADAM17 inh – inhibits human ADAM17; P78536; recombinant ADAM17, EDANS/DABCYL FRET peptide cleavage; inhibition, % at 6.95 µM; 0.83% of 370,000 active; AID 720648;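 active = inhibition above the mean of compounds lying between control limits plus 3 SD, set per campaign, cut at about 8.5% in these data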;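 also: 0% = DMSO-only wells as the low control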
DAX1 inh-1 – inhibitors of DAX1 repression of SF-1 activated StAR promoter; AID 652010; inhibition, % at 6.8 µM; 1.1% of 370,000 active; HEK293T StAR-luciferase reporter, SF-1/DAX-1 repression relief;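 active = inhibition above the mean over all tested compounds plus 3 SD, cut at about 3.6% in these data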;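 also: 0% = DAX-1 cells with DMSO and 100% = cells lacking DAX-1 with DMSO; higher inhibition means more luminescence from relief of DAX-1 repression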
hgDAF12 agonist – hgDAF-12 agonism, primary luciferase screen; HEK293 GAL4-hgDAF12 UAS-luciferase reporter, agonist luminescence; normalized to butyrate control; activation, % at 6.8 µM; 1.8% of 370,000 active;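 active = activation above a cutoff set at the mean of all screened compounds plus 3 SD, cut at about 10% in these data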;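 also: 0% = DMSO wells and 100% = sodium butyrate wells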
hcDAF12 agonist – activators of H. contortus DAF-12 nuclear receptor; HEK293 hcDAF-12 lit1-tk-luc reporter, luminescence; 0% DMSO, 100% Δ7-dafachronic acid; activation, % at 6.8 µM; 1.4% of 370,000 active; AID 652067;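 active = activation above the mean of all tested compounds plus 3 SD, cut at about 5.5% in these data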;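 also: 100% = response to 3 µM Δ7-dafachronic acid high control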
ADAM10 inh – inhibits human ADAM10 | inhibition, % at 7 µM | O14672 | recombinant ADAM10, EDANS/DABCYL FRET peptide cleavage, 3 h | 0.62% of 370,000 active;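 active = inhibition above a per-campaign cutoff equal to the mean of compounds falling between control-based bounds plus 3 SD, cut at about 20% in these data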;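 also: 0% = DMSO wells while the 100% control is not disclosed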
Target sequence (O14672 214-748 limits assumed): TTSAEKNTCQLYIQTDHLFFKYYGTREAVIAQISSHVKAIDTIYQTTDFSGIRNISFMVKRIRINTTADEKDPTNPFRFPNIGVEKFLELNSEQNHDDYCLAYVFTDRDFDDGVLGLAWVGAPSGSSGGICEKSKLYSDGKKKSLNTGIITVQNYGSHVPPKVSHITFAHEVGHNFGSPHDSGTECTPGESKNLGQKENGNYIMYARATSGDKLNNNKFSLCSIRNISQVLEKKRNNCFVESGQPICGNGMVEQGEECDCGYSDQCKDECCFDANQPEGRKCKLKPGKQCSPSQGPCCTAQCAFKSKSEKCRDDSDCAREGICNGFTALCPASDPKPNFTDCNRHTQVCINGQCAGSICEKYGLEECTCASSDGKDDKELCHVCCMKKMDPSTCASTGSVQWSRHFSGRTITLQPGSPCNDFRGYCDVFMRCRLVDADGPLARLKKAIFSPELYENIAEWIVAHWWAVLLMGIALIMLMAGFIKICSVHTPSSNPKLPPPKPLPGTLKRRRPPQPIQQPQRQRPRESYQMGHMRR
DAX1 inh-2 – inhibitors of human orphan nuclear receptor DAX1 (NR0B1); P51843; HEK293 Gal4-DAX1 luciferase reporter, luminescence; inhibition, % at 6.75 µM; 0.99% of 340,000 active; AID 504766;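 active = inhibition above the mean over all tested compounds plus 3 SD, cut at about 4.2% in these data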;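 also: 0% = DAX1-transfected cells with DMSO and 100% = empty-vector control cells with DMSO; inhibition shows as a rise in luminescence from relieved DAX1 repression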
Target sequence (P51843 207-470 limits assumed): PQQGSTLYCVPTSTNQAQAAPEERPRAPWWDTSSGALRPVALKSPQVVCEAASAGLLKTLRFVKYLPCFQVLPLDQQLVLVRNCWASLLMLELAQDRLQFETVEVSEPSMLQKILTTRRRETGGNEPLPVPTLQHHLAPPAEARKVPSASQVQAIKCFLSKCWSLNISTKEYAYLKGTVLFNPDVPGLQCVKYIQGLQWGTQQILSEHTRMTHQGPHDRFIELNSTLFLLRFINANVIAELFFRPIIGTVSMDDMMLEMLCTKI
GAA850 FXN act – activators of GAA850 frataxin (FXN) promoter; HEK293 lucGAA850 FXN promoter luciferase reporter, 24 h; percent of 10 µM SAHA response; activation, % at 6 µM; 0.56% of 360,000 active; AID 540364;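 active = activation above the average of all compounds screened plus 3 SD, cutoff fixed separately per campaign, cut at about 7.5% in these data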;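 also: 0% = DMSO wells and 100% = 10 µM SAHA wells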
Active calls of the source: *.

For CCOC(=O)C1CCCN(C(=O)c2cc(Nc3ccc(OC)cc3)nc3ccccc23)C1 (centres undefined) the results were PLCb3 inh -7.6, PLC-gamma1 inh -10.2, HGIII-sPLA2 inh -26.3, ssDAF12 agonist -1.1, ADAM17 inh -3.1, DAX1 inh-1 -1.0, hgDAF12 agonist -0.7, hcDAF12 agonist -0.9, ADAM10 inh -1.4, DAX1 inh-2 -1.3 and GAA850 FXN act 0.3.
`COc1cc(Cl)c(S(=O)(=O)N2CC(C)OC(C)C2)cc1Cl` (centres undefined) gave PLCb3 inh 1.3, PLC-gamma1 inh -1.6, HGIII-sPLA2 inh -3.0, ssDAF12 agonist -1.5, ADAM17 inh -0.5, DAX1 inh-1 -1.0, hgDAF12 agonist 1.2, hcDAF12 agonist -1.5, ADAM10 inh -1.8, DAX1 inh-2 -0.1 and GAA850 FXN act 1.0.
For COCC(C)n1c(SCC(=O)NNC(=O)c2ccc(F)cc2)nc2ccccc2c1=O (centres undefined) the results were PLCb3 inh 0.0, PLC-gamma1 inh 0.4, HGIII-sPLA2 inh -5.0, ssDAF12 agonist -1.0, ADAM17 inh -0.2, DAX1 inh-1 -0.4, hgDAF12 agonist 2.4, hcDAF12 agonist -1.0, ADAM10 inh -2.2, DAX1 inh-2 0.4 and GAA850 FXN act 1.4.
Screening O=S(=O)(c1ccccc1)C(Br)S(=O)(=O)c1ccccc1 returned PLCb3 inh 0.5, PLC-gamma1 inh -0.3, HGIII-sPLA2 inh 5.3, ssDAF12 agonist -0.9, ADAM17 inh 2.7, DAX1 inh-1 0.1, hgDAF12 agonist 0.4, hcDAF12 agonist -0.1, ADAM10 inh -13.9, DAX1 inh-2 0.7 and GAA850 FXN act 1.7.
`CC(C)NC(=O)CS(=O)(=O)c1ccccc1` gave PLCb3 inh 0.0, PLC-gamma1 inh -2.2, HGIII-sPLA2 inh 6.6, ssDAF12 agonist -1.3, ADAM17 inh -4.1, DAX1 inh-1 2.4, hgDAF12 agonist -0.1, hcDAF12 agonist 1.9, ADAM10 inh -0.8, DAX1 inh-2 -1.0 and GAA850 FXN act -0.2.
COc1ccc(-c2sc(Nc3ccccc3)n[n+]2C)c(C)c1C was read as PLCb3 inh -2.9, PLC-gamma1 inh 1.3, HGIII-sPLA2 inh 8.0, ssDAF12 agonist -1.3, ADAM17 inh -4.9, DAX1 inh-1 -0.9, hgDAF12 agonist -2.3, hcDAF12 agonist -1.4, ADAM10 inh 6.8, DAX1 inh-2 0.6 and GAA850 FXN act 1.6.
For Cc1cc(Nc2ccc(C(=O)O)cc2)n2nc(C)nc2n1 the results were PLCb3 inh 4.0, PLC-gamma1 inh 0.0, HGIII-sPLA2 inh -0.6, ssDAF12 agonist -1.4, ADAM17 inh 1.2, DAX1 inh-1 -0.8, hgDAF12 agonist -2.6, hcDAF12 agonist 0.1, ADAM10 inh -11.7, DAX1 inh-2 2.1 and GAA850 FXN act 0.6.
For CC(C)C(C(=O)NCc1ccccc1)N1CCN(C(=O)C2CCCO2)CC1 (centres undefined) the results were PLCb3 inh 0.8, PLC-gamma1 inh 4.3, HGIII-sPLA2 inh 4.3, ssDAF12 agonist -0.7, ADAM17 inh -0.7, DAX1 inh-1 0.7, hgDAF12 agonist -4.1, hcDAF12 agonist -1.2 and ADAM10 inh -3.3.
`Cc1cc(S(=O)(=O)N2CCN(CC(=O)NCCc3cccs3)CC2)ccc1Br` gave PLCb3 inh -5.2, PLC-gamma1 inh 7.8, HGIII-sPLA2 inh -7.6, ssDAF12 agonist -1.5, ADAM17 inh 0.3, DAX1 inh-1 -1.7, hgDAF12 agonist -1.9, hcDAF12 agonist 1.0, ADAM10 inh -1.8, DAX1 inh-2 -0.1 and GAA850 FXN act -6.9.
CCN(CC)CCNC(=O)C(=O)Nc1ccc(C(=O)OC)cc1 was read as PLCb3 inh -6.1, PLC-gamma1 inh 0.1, HGIII-sPLA2 inh 3.1, ssDAF12 agonist -0.7, ADAM17 inh -1.0, DAX1 inh-1 0.2, hgDAF12 agonist 0.3, hcDAF12 agonist 0.8, ADAM10 inh -2.9, DAX1 inh-2 2.5 and GAA850 FXN act 0.8.
For COc1ccc(NC(=O)c2ccc3nc(C)c(N(C)C(=O)CCc4ccccc4)n3c2)cc1OC the results were PLCb3 inh -0.5, PLC-gamma1 inh 2.3, HGIII-sPLA2 inh 3.3, ssDAF12 agonist -1.2, ADAM17 inh -1.3, DAX1 inh-1 -1.1, hgDAF12 agonist -0.5, hcDAF12 agonist -1.2, ADAM10 inh -15.3 and GAA850 FXN act -0.4.
COc1ccc(-n2c(SCC(=O)N3CCCCC3C)nnc2-c2ccncc2)cc1 (centres undefined) was read as PLCb3 inh 1.2, PLC-gamma1 inh -1.6, HGIII-sPLA2 inh 2.3, ssDAF12 agonist -1.1, ADAM17 inh -1.3, DAX1 inh-1 -0.9, hgDAF12 agonist -1.0, hcDAF12 agonist -1.9 and ADAM10 inh -3.3.
For O=C(CSc1nnc(NC(=O)c2c(F)cccc2F)s1)NC1CCCCC1 the results were PLCb3 inh -0.5, PLC-gamma1 inh 3.0, HGIII-sPLA2 inh 1.0, ssDAF12 agonist -1.3, ADAM17 inh -1.0, DAX1 inh-1 0.1, hgDAF12 agonist 0.0, hcDAF12 agonist 3.5, ADAM10 inh -1.1, DAX1 inh-2 0.4 and GAA850 FXN act 0.1.
Screening Fc1c(CSC(=S)N2CCOCC2)cccc1CSC(=S)N1CCOCC1 returned PLCb3 inh -3.6, PLC-gamma1 inh -0.3, HGIII-sPLA2 inh 7.0, ssDAF12 agonist -1.6, ADAM17 inh -4.4, DAX1 inh-1 -0.1, hgDAF12 agonist -1.1, hcDAF12 agonist 1.5, ADAM10 inh -0.3, DAX1 inh-2 0.4 and GAA850 FXN act -1.1.
For CCOc1cc(C(=O)N(C)CC(=O)Nc2cccc(F)c2)ccc1OCC(=O)N1CCOCC1 the results were PLCb3 inh -6.4, PLC-gamma1 inh -2.5, HGIII-sPLA2 inh 1.8, ssDAF12 agonist -1.1, ADAM17 inh -2.6, DAX1 inh-1 2.5, hgDAF12 agonist -2.4, hcDAF12 agonist -1.6, ADAM10 inh -2.8, DAX1 inh-2 0.8 and GAA850 FXN act 0.3.
Screening CN(C)CCN(C(=O)CCS(=O)(=O)c1ccccc1)c1nc2c(F)cccc2s1 returned PLCb3 inh -5.0, PLC-gamma1 inh 0.0, HGIII-sPLA2 inh -8.5, ssDAF12 agonist -0.2, ADAM17 inh -1.6, DAX1 inh-1 0.8, hgDAF12 agonist 3.0, hcDAF12 agonist 1.3, ADAM10 inh 0.2, DAX1 inh-2 -0.4 and GAA850 FXN act 1.3.
`CC1CCC2C(C1)c1sc(=O)[nH]c1SC2(C)C` (centres undefined) gave PLCb3 inh -2.1, PLC-gamma1 inh 4.2, HGIII-sPLA2 inh 7.8, ssDAF12 agonist -1.7, ADAM17 inh 3.7, DAX1 inh-1 -0.5, hgDAF12 agonist -2.6, hcDAF12 agonist -1.3, ADAM10 inh 4.0, DAX1 inh-2 1.1 and GAA850 FXN act 1.1.
For Cc1ccc(CN2CCC=CS2(=O)=O)cc1 the results were PLCb3 inh -0.3, PLC-gamma1 inh 0.3, HGIII-sPLA2 inh 0.0, ssDAF12 agonist -0.1, ADAM17 inh -1.1, DAX1 inh-1 -0.8, hgDAF12 agonist -2.9, hcDAF12 agonist -1.4 and ADAM10 inh -0.9.
Screening CNc1nc(N/N=C/c2cc([N+](=O)[O-])ccc2F)nc(Nc2ccccc2)n1 returned PLCb3 inh -3.0, PLC-gamma1 inh 3.5, HGIII-sPLA2 inh -2.0, ssDAF12 agonist -1.1, ADAM17 inh 1.2, DAX1 inh-1 -0.3, hgDAF12 agonist -1.6, hcDAF12 agonist -1.2, ADAM10 inh 5.6, DAX1 inh-2 -0.4 and GAA850 FXN act 0.1.
`O=C(Cc1ccc(-n2cccc2)cc1)N1CCN(c2ccccc2F)CC1` gave PLCb3 inh 0.0, PLC-gamma1 inh 1.0, HGIII-sPLA2 inh -9.6, ssDAF12 agonist -1.3, ADAM17 inh 1.2, DAX1 inh-1 0.1, hgDAF12 agonist -2.2, hcDAF12 agonist -1.4, ADAM10 inh 10.7, DAX1 inh-2 -0.2 and GAA850 FXN act 3.7.
Screening O=S(=O)(Nc1ccc(-n2cnnn2)cc1)c1cccc(Cl)c1 returned PLCb3 inh 4.6, PLC-gamma1 inh -4.7, HGIII-sPLA2 inh -3.0, ssDAF12 agonist -0.8, ADAM17 inh -0.9, DAX1 inh-1 -0.4, hgDAF12 agonist 1.5, hcDAF12 agonist -0.3, ADAM10 inh -11.4, DAX1 inh-2 0.8 and GAA850 FXN act -2.9.
Screening CC(C)CC(=O)NNC(=S)NCc1ccco1 returned PLCb3 inh -2.2, PLC-gamma1 inh 0.2, HGIII-sPLA2 inh 16.4, ssDAF12 agonist -2.3, ADAM17 inh 6.1, DAX1 inh-1 0.5, hgDAF12 agonist 1.4, hcDAF12 agonist -2.2, ADAM10 inh -5.1, DAX1 inh-2 1.5 and GAA850 FXN act -1.4.
N#Cc1c(NC(=O)c2ccccc2Cl)n(Cc2ccccc2)c2nc3ccccc3nc12 was read as PLCb3 inh -251.2, PLC-gamma1 inh -226.5, HGIII-sPLA2 inh -32.2, ssDAF12 agonist -0.6, ADAM17 inh -78.0, DAX1 inh-1 -1.6, hgDAF12 agonist -1.6, hcDAF12 agonist -1.3, ADAM10 inh -240.1, DAX1 inh-2 -1.1 and GAA850 FXN act -1.0.
Screening CCCn1c(SCC(=O)Nc2cccc(C(=O)OC)c2)nnc1-c1cccnc1 returned PLCb3 inh -1.6, PLC-gamma1 inh 0.0, HGIII-sPLA2 inh -1.7, ssDAF12 agonist -1.0, ADAM17 inh -6.3, DAX1 inh-1 0.3, hgDAF12 agonist -0.6, hcDAF12 agonist 0.2, ADAM10 inh 0.0, DAX1 inh-2 -0.8 and GAA850 FXN act -0.5.
Cc1c(C(=O)NCCC2=CCCCC2)sc2ncnc(N3CCCCC3C)c12 (centres undefined) was read as PLCb3 inh -12.6, PLC-gamma1 inh -9.0, HGIII-sPLA2 inh -6.4, ssDAF12 agonist -1.8, ADAM17 inh 0.5, DAX1 inh-1 -1.1, hgDAF12 agonist -1.3, hcDAF12 agonist -1.8, ADAM10 inh 7.4, DAX1 inh-2 -0.1 and GAA850 FXN act 1.5.
For O=C(NCCOC(=O)Nc1cccc2ccccc12)OCc1ccccc1 the results were PLCb3 inh -8.3, PLC-gamma1 inh -5.0, HGIII-sPLA2 inh -8.1, ssDAF12 agonist 0.3, ADAM17 inh -2.9, DAX1 inh-1 -1.7, hgDAF12 agonist -0.5, hcDAF12 agonist -0.6, ADAM10 inh -16.7, DAX1 inh-2 0.3 and GAA850 FXN act -2.7.
For Cc1cc(C(=O)NCc2ccco2)c2cc(F)ccc2n1 the results were PLCb3 inh -1.3, PLC-gamma1 inh -2.6, HGIII-sPLA2 inh 1.1, ssDAF12 agonist -1.1, ADAM17 inh 1.9, DAX1 inh-1 -0.2, hgDAF12 agonist -0.3, hcDAF12 agonist 1.7, ADAM10 inh 1.6, DAX1 inh-2 1.0 and GAA850 FXN act 2.0.

Screening data: PubChem, The Scripps Research Institute Molecular Screening Center
